# Source: PubChem BioAssay
# TSG101-PTAP inh: qHTS Assay for Iinhibitors of HIV-1 Budding by Blocking the Interaction of PTAP/TSG101 | Tumor susceptibility gene 101 protein (Homo sapiens), Q99816 | Fluorescence polarization, FITC-PTAP peptide / Tsg101 binding | Potency, µM (highest dose often 115 µM), inactives show top-dose activity change, negative = inhibition, actives largely listed as inhibitors | 340,000 tested, under 10 active; active = well fitted inhibition curve with a large enough effect in the main read-out, with a control signal flat, not every such curve was filed as active; inconclusive = small, poorly fitted or top-dose-only effect, or effect the other way, or a change in a side signal; inactive = no such curve, though single readings can be large or run the other way; also: potency is read from the fitted curve at half-maximal effect; % of control where 0% means no effect
#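 Steps: Tsg101 binding domain dispensed (10 uM final), compounds pinned in DMSO, FITC-labeled PTAP-motif peptide added (50 nM final); after 20 min binding at room temperature, polarization measured.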
# Tb PFK block: qHTS Assay to Find Inhibitors of T. brucei phosphofructokinase. ATP-dependent 6-phosphofructokinase (Trypanosoma brucei brucei), O15648. T. brucei PFK, ADP-Glo luminescence. Potency, µM (top dose mostly 57.5 µM), inactives show at the highest dose activity, negative = inhibition, usual class: inhibitors. 330,000 tested, 0.17% active. AID 485367, 2010;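 also: potency is read from the fitted curve at half-maximal effect; 0% = uninhibited 1x PFK enzyme wells and -100% = no-enzyme wells; nearly all actives have a fitted effect of over 60% in size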
# Target sequence (O15648 whole entry, looked up): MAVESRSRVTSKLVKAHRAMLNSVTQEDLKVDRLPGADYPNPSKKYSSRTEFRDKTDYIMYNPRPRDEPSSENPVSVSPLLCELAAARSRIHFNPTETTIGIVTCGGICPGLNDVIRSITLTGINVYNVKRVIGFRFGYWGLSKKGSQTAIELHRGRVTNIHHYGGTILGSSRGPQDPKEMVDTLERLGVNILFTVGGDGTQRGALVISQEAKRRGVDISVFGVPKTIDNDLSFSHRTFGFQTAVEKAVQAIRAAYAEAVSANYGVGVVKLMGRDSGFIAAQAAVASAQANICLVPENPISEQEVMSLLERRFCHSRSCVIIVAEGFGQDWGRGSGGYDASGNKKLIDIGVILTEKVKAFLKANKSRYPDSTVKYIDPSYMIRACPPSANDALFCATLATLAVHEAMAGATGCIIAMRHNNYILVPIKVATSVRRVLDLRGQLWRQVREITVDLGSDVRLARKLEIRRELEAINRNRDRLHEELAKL
#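 In TEA buffer at pH 8.0 with 5 mM MgCl2, enzyme (1.25 nM) converted F6P (0.5 mM) and ATP (0.1 mM) for 45 min at room temperature. ADP product was read by luciferase luminescence.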
# BCR signal inh: qHTS Assay to Find Inhibitors of Chronic Active B-Cell Receptor Signaling; ABC-DLBCL IkBa-CBG/CBR reporter, luminescence ratio, 4 h; Potency, µM (top dose mostly 46.1 µM), inactives show at the top dose ratio change, negative = lower green/red ratio, most hits filed as inhibitors; 340,000 tested, 0.05% active; AID 493014, 2011; active = well fitted inhibition curve with a large enough effect in the signal ratio, with a control signal flat, not every such curve was filed as active; inconclusive = small, poorly fitted or top-dose-only effect, or effect the other way, or a change in a side signal; the % refers to the signal ratio;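 also: potency is read from the fitted curve at half-maximal effect; plate controls were basal doxycycline-induced cells for no effect and cells given 10 µM MG132 for full effect; MG132 reads +100%, hits lower the ratio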
#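 Compounds up to 46 uM were incubated four hours with TMD8 cells whose green CBG68 luciferase is fused to IkappaBalpha; red CBR luminescence normalised the signal, and concentration-effect curves were fitted to fusion, red and ratio data.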
# a7 integrin act: qHTS for Activators of Integrin-Mediated Alleviation for Muscular Dystrophy. alpha7betagal myoblasts, beta-gal FDG fluorescence, 48 h. Potency, µM (highest dose often 38.3 µM), for the others: at the top dose activation, hits mostly activators. 350,000 tested, 0.064% active. AID 624291, 2012;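 also: potency is read from the fitted curve at half-maximal effect; 100% = response of the positive control SU9516; nearly all actives have a fitted effect of over 60% in size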
#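 Alpha7betagal+/- myoblasts (passage 13) were plated 16-24 hr, then exposed to compounds (1:260 dilution of DMSO stock) for 48 hours at 37C. After MPER lysis, β-galactosidase reporter activity was read as FDG fluorescence (ex 480/em 540) after 30 minutes.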
# TSHR antagonist: Antagonists of the Thyroid Stimulating Hormone Receptor: HTS campaign; Thyrotropin receptor (Homo sapiens), P16473; TSHR-expressing cells, TSH-stimulated cAMP HTRF, 2 h; stronger effect = lower value; activity change, negative = inhibition, % at 11.5 µM; 330,000 tested, 0.2% active; AID 504810, 2011;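 active = activity change below a set negative limit, meaning inhibition stronger than a set level, cut at about -70% in these data; inconclusive = activity change between two set negative limits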; also: % is scaled to controls: 0 for no effect and ±100 for the full control effect
#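 Cell-based HTRF cAMP assay; TSHR cells + compound, TSH EC80 (4nM final), 2 h, 37 deg C. Lysis with anti-cAMP cryptate and cAMP-d2, 30 min RT, read 665/620 nm.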
# ASM inhibitor: Inhibitors of Secretory Acid Sphingomyelinase (S-ASM): qHTS. placental ASM, HMU-PC fluorogenic substrate, 60 min. Potency, µM (series often up to 57.5 µM), for inactives: at the highest dose activity change, negative = inhibition, most hits filed as inhibitors. 340,000 tested, 0.006% active; also: potency is read from the fitted curve at half-maximal effect
# Target sequence (P17405 47-631 limits assumed): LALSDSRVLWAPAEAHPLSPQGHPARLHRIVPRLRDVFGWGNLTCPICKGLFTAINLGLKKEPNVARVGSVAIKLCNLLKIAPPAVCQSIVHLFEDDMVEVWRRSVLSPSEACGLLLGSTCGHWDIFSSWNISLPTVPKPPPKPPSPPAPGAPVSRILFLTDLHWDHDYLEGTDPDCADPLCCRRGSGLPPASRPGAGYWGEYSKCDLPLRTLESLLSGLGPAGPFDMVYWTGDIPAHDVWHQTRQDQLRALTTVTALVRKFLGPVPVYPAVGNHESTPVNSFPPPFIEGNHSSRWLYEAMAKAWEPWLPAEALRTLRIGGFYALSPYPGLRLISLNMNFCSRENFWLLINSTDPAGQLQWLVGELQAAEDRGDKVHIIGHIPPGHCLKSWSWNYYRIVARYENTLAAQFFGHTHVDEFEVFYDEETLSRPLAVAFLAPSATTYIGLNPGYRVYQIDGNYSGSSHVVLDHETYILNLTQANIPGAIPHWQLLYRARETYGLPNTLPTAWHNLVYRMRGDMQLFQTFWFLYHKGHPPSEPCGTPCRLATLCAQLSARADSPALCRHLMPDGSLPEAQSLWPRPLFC
#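 Steps: dispense placental human ASM, pin compound, wait 10 min at room temperature, add HMU-PC0 substrate at 9 uM final, incubate 60 min at 37 °C, add stop solution raising pH to 10, read fluorescence.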
# TCR activator: Activators of T cell receptors: qHTS campaign | primary human leukocytes, anti-CD3, IL-2 HTRF, 48 h | Potency, µM (series often up to 9.22 µM), inactives show at the highest dose activation of IL-2 secretion, hits mostly activators | 330,000 tested, under 10 active; also: % of control where 0% means no effect
#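 Using a-CD3 beads without co-stimulation, primary human leukocytes were exposed to compounds for 48 hr. An HTRF IL-2 kit measured the cytokine, with europium-to-d2 energy transfer producing emission at 665nm upon 320nm excitation.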
# AT treatment: qHTS Assay for Identifying a Potential Treatment of Ataxia-Telangiectasia | […] A-T fibroblasts, KAP-1 phosphorylation AlphaLISA; neocarzinostatin DNA damage 30 min before lysis | Potency, µM (series often up to 57.5 µM), for inactives: at the highest dose activation, most hits filed as activators | 320,000 tested, 0.19% active; also: potency is read from the fitted curve at half-maximal effect; % of control where 0% means no effect; nearly all actives have a fitted effect of over 45% in size
#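 hTERT-immortalized A-T patient fibroblasts ([…]), 500 cells/well in OPTI-MEM, 1% FBS, got compounds for 60 min, then NCS for 30 min at 37C. Lysates were then assayed for phospho-KAP-1 by AlphaLISA (anti-pKAP1 donor, anti-KAP1 acceptor beads), 6 hr at 25C.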
# Eya2 inh: qHTS Assay for Inhibitors of the Phosphatase Activity of Eya2; Protein phosphatase EYA2 (Homo sapiens), O00167; recombinant Eya2, OMFP fluorescence dephosphorylation (OMFP is methylfluorescein phosphate); Potency, µM (titrated, usually from 76.9 µM), without a hit: top-dose activity, negative = inhibition, usual class: inhibitors; 330,000 tested, 0.006% active; AID 488837, 2010; also: potency is read from the fitted curve at half-maximal effect; % is scaled to controls: 0 for no effect and ±100 for the full control effect
#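 Eya2 (0.2 uM) preincubated 10 min at ambient with compound, then OMFP substrate added at 50 uM; 10 min reaction in 50 mM HEPES pH 7.5, 50 mM NaCl, 5 uM MgCl2, 0.05% BSA, 1 mM DTT. Fluorescence read at Ex 485/Em 525 nm.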
# Mito fusion yeast: qHTS Assay for Small Molecule Inhibitors of Mitochondrial Division or Activators of Mitochondrial Fusion; Potency, µM (highest dose often 46.1 µM), for inactives: top-dose growth rescue (activation), actives largely listed as activators; 320,000 tested, 0.23% active; S. cerevisiae fusion-defective mutant growth rescue, CellTiterGlo 48 h;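 also: potency is read from the fitted curve at half-maximal effect; % of control where 0% means no effect; nearly all actives have a fitted effect of over 45% in size; temperature-sensitive fusion mutants such as fzo1-1 at 37 °C on non-fermentable ethanol glycerol medium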
#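 Yeast fusion mutant, YPEG (non-fermentable carbon), compound, 48 h at 37C non-permissive; CellTiterGlo added, 10 min RT, luminescence read. Rescued growth = division inhibition.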
# ELG1 repair inh: qHTS screen for small molecules that inhibit ELG1-dependent DNA repair in human embryonic kidney (HEK293T) cells expressing luciferase-tagged ELG1. HEK293T ELG1-luciferase reporter, luminescence, 16 h; DNA damage induced by 5-fluorouridine. Potency, µM (highest dose often 46.1 µM), for the others: at the highest dose activity change, negative = inhibition, hits mostly inhibitors. 330,000 tested, 2.3% active. AID 504467, 2011; also: potency is read from the fitted curve at half-maximal effect; % is scaled to controls: 0 for no effect and ±100 for the full control effect; nearly all actives have a fitted effect of over 55% in size
#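 Luminescence from the luciferase reporter, measured 30 min after ONE-Glo reagent at room temperature, was the read-out. Beforehand, 2,000 cells per well were exposed for 16 hr at 37 °C to 5-fluorouridine together with compound or vehicle.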
# * = called active by the depositor; ? = inconclusive; / = no result given; [ ] = another dose, or the depositor's remark. Unless noted, calls follow the shape of the dose curve; as a rule, active = well fitted curve in the direction sought with a large enough effect; inconclusive = small, poorly fitted or top-dose-only effect, or another doubt; inactive = no such curve, though single readings can be large; an effect the other way counts as inactive or inconclusive. These rows are one share of the data. The share of hits here may be higher or lower than overall.
SMILES	TSG101-PTAP inh	Tb PFK block	BCR signal inh	a7 integrin act	TSHR antagonist	ASM inhibitor	TCR activator	AT treatment	Eya2 inh	Mito fusion yeast	ELG1 repair inh
CCc1cc(=O)[nH]c(SCCCF)n1	-8.7%	4.4%	-15.0%	-9.5%	7.2	4.0%	-3.8%	-3.0%	-10.3%	2.9%	10.4%
CCN(CC)C(=O)c1ccc(NC(=O)c2cc(S(=O)(=O)N3CCCCCC3)ccc2OC)cc1	-4.9%	-3.5%	11.3%	-36.5%	4.2	-1.2%	-5.0%	10.8%	-1.3%	-2.8%	-15.1%
COC(=O)C1=C(c2c(C)noc2C)C[C@@H]2CC[C@H]1N2C(=O)NCCCOC(C)C	-4.9%	0.0%	-1.1%	16.9%	1.2	-1.8%	-4.3%	-2.9%	6.5%	-3.4%	2.3%
O=c1cccc2n1CC1CC2CN(CC(O)CN2CC3CC(C2)c2cccc(=O)n2C3)C1 (configuration not stated)	-13.3%	-6.0%	7.1%	-17.4%	-3.7	3.1%	3.7%	-5.3%	4.2%	-20.7%	22.4%
COc1ccccc1CC1C(=O)C2CCN1CC2 (configuration not stated)	-1.4%	-3.7%[0.46 µM]	-12.1%	2.8%	-5.2	4.4%	-10.5%	15.1%	-10.2%	0.5%	8.1%
Nc1[nH]n(-c2ccccc2)c(=O)c1N=Nc1ccc2ncsc2c1	-3.5%	4.5%	?	13.2%	-0.4	-23.7%	0.8%	-19.8%	-1.9%	4.7%	?
COC(=O)[C@@]1(C#N)[C@@H]2C=CC(C(C)=O)=CN2[C@@H](C(N)=O)[C@@H]1c1ccc(F)cc1	?	0.5%	12.4%	34.9%	-10.6	0.6%	3.8%	7.7%	10.3%	0.2%	0.0%
CCOP(=O)(OCC)C(c1ccccc1)N(C)C=O (configuration not stated)	/	-2.4%	0.0%	14.5%	13.8	3.1%	/	-2.3%	-2.8%	-3.3%	-2.0%
CC(=O)Nc1ccc(C2CN(C)CC2C(=O)c2ccc(Cl)cc2)cc1 (configuration not stated)	-3.8%	2.0%	-3.5%	-23.1%	-12.1	-4.2%	8.5%	2.1%	-12.8%	0.0%	-5.5%
Clc1ccccc1CN1CCNCC1	-1.3%	-4.1%	1.8%	-9.9%	5.6	2.2%	/	-2.6%	-4.8%	-1.1%	0.9%
Cc1oc2ccc(OC(=O)N3CCOCC3)cc2c1C(=O)OC(C)C	-7.5%	0.0%	-9.0%	-22.6%[7.66 µM]	7.1	-1.1%	-0.5%	11.4%	-3.0%	1.7%	?
Cn1c(O)c(C=NCCCC(=O)O)c(=O)n(C)c1=O	-0.8%	-0.2%	17.6%	-5.3%	18.2	2.3%	6.5%	/	1.2%	-0.8%	18.1%
COc1ccc2[nH]c3c(c2c1)CCN[C@H]3C	4.5%	7.9%	?	-14.2%	-5.0	0.9%	0.6%	-4.5%	9.5%	-6.8%	-0.3%
O=C1NC(=O)N(CCNc2ncc(C(F)(F)F)cc2Cl)C(=O)C1/C=N/OCc1c(F)cccc1Cl (configuration not stated)	-0.1%	0.0%	0.8%	2.9%	5.4	1.3%	0.0%	-3.0%	8.1%	1.1%	-29.3%
CCc1ccc(CNCCc2ccccc2F)cc1	-7.1%	0.8%	4.4%	-23.6%	5.0	8.6%	10.9%[46.1 µM]	-9.0%	0.0%	-5.3%	18.7%
CC12CCC3C(CC=C4CC(O)CCC43C)C1C/C(=C\c1cccc(F)c1)C2=O (configuration not stated)	-0.5%	-2.1%	-12.2%	10.0%	-15.9	-1.9%	0.3%[46.1 µM]	5.8%	-7.4%	-3.3%	7.6%
C=Cn1ccnc1P(=S)(c1ccc(N(C)C)cc1)c1nccn1C=C	-7.2%	0.8%	?	-10.7%	-4.3	-0.3%	1.3%	-1.9%	-0.6%	0.3%	4.2%
CCN(CC)C(=O)Cn1cc(C=C2C(=O)N(C)C(=O)N(C)C2=O)c2ccccc21	?	-0.1%	5.2%	0.4%	1.4	-1.0%	-1.8%	6.7%	-7.7%	5.6%	?
Cn1ncnc2c(=O)n(C)c(=O)nc1-2	3.1%	-0.6%	?	40.8%	-3.6	1.9%	6.8%	?	20µM*	-16.5%	6.51µM*
CCOC(=O)c1c(C)[nH]c(O)c1C=Nc1ccc(Cl)cc1	2.2%	-0.3%	?	-6.2%	-0.2	?	5.0%	-1.2%	?	8.6%	2.9%
C=C(C)[C@H]1CN[C@H](C(=O)O)[C@H]1CC(=O)O	-0.4%	/	/	/	-16.8	-2.4%	-15.9%	/	-3.0%	-5.9%	/
Cc1cc(OC(C)C(=O)NCc2cccnc2)c2c3c(c(=O)oc2c1)CCC3 (configuration not stated)	-4.4%	0.0%	-7.2%	0.0%	-5.2	2.7%	4.6%	2.9%	-4.2%	-2.8%	?
Cc1ccc(OCC(=O)N2CCN(Cc3ccc([N+](=O)[O-])cc3)CC2)cc1	-5.1%	-18.6%	8.7%	0.0%	-4.1	1.6%	-2.7%	13.6%	3.5%	1.7%	20.6µM*
CCOP(=O)(OCC)C(NC(=O)c1ccc(OC)cc1)C(Cl)(Cl)Cl (configuration not stated)	-5.3%	0.5%	0.9%	-5.5%	2.8	-1.5%	-3.4%	-2.8%	-3.5%	0.4%	-0.4%
CCCCSP1(=S)NCCCN1	0.6%	1.0%	0.9%	-1.0%	7.6	-0.6%	1.1%	?	12.4%	-7.0%	10.5%
O=C(C(=O)N1CCOCC1)c1cn(Cc2ccccc2)c2ccccc12	0.0%	-1.9%	-1.0%	-11.7%	4.0	0.1%	/	2.6%	-26.0%	-0.8%	?
[N-]=[N+]=NCCN1CCC(O)CCC1=O (configuration not stated)	0.4%	1.5%	-8.1%	-19.0%	-8.2	0.6%	-1.5%	-8.1%	-3.7%	1.2%	-11.9%
Cc1ccc(NC(=O)CN2C(=O)CN=C(c3ccccc3)c3cc(Cl)ccc32)cc1	-0.2%	4.2%	2.7%	19.2%	-1.1	-23.4%	2.9%	-4.5%	-1.1%	25.6%	7.31µM*
CCc1ccc(N2C(=O)NC(=O)/C(=C\C=C\c3ccco3)C2=O)cc1	2.8%	?	7.8%	-56.5%[inhibitor]	11.7	-2.7%	4.9%	/	32.2%	2.0%	?
CCCNS(=O)(=O)c1ccc(OCC(=O)N2CCN(C)CC2)cc1	-1.2%	-1.9%	2.2%	?	4.4	-0.5%	11.8%[46.1 µM]	-3.4%	8.3%	0.6%	-7.6%
Cc1cccc(NC(=O)c2ccc([N+](=O)[O-])o2)c1	-2.9%	0.6%	?	-69.4%	-1.8	-1.0%	-3.2%	27.3%	-2.0%	2.9%	-23.1%
CCCOc1ccc(C(=O)NC(=S)N2C[C@H]3C[C@H](C2)c2cccc(=O)n2C3)cc1	0.3%	-7.0%	?	-9.9%	-4.7	1.9%	1.1%	-0.1%	-3.3%	-0.3%	?
CC[C@]12C=CCN3CCC4(c5cc(Br)c(OC)cc5N(C)C4[C@@](O)(C(=O)OC)[C@@H]1OC(C)=O)C32 (some centres not stated)	0.9%	2.6%	-0.3%	3.0%	-29.1	-0.2%	-3.4%	-2.8%	?	-12.4%	-9.5%
